Screening results from PubChem BioAssay.
UTI89 phage lysis – inhibition of K1F phage lysis, E. coli UTI89, bacterial capsule biogenesis inhibitors, alamar blue (AID 488966); E. coli UTI89 K1F phage lysis, alamar blue, 2 h; higher % means a stronger effect; one-dose inhibition, % at 100 µM; IC50 in µM for titrated hits; 0.02% of 340,000 active;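 active = phage lysis inhibition, versus mean bacterial control, above a set limit; inconclusive = no clear call, values can overlap the other calls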;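 note: capsule biogenesis inhibitors block K1F phage lysis so surviving cells raise fluorescence; higher fluorescence means more inhibition of phage lysis; actives were called in the ten point dose series up to 300 µM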
T cell HTS – modulators of CD8 T cell-vesicle binding, primary screen, mouse 2C CD8+ T cells, flow cytometry; 2C CD8+ T cell-vesicle binding; active compounds read low; calls only at 7 µM; 0.068% of 330,000 active;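 active = response, share of CD8 T cells binding vesicles, and their 90th percentile fluorescence all below set limits, cut at about 80% in these data, passing the limit was not always enough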
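System: murine 2C transgenic CD8+ T lymphocytes; also added: QL9-loaded Drosophila micro-vesicles; times: binding 1.5 h at 37 °C; measured by: flow cytometry, PE anti-B7-1 (FL2) versus Alexa647 anti-CD8 (FL8), PFA-fixed; control set: Peptide-free naked vesicles (low) and QL9 vesicles with 0.7% DMSO vehicle (high)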
M17LAP inhibition – P. falciparum M17LAP inhibitors, primary screen, biochemical, fluorogenic H-Leu-NHMec substrate, 1536-well (AID 1619) | 0.38% of 220,000 active | recombinant M17LAP, H-Leu-NHMec fluorogenic kinetic assay; higher % means a stronger effect | inhibition, % at 30 µM, or IC50 in µM where a hit was titrated;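 active = compound inhibiting the enzyme by more than half at any dose during confirmatory dose-response retesting; inconclusive = strong single-dose inhibitors picked by rank but not retested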;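 note: plate controls were full reaction with DMSO carrier for no effect and no enzyme background for full effect; strong numbers were not always called active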
TNAP activators – human TNAP enzyme activators, primary screen, biochemical, luminescent, no phosphate acceptor, uHTS (AID 1001) | 0.03% of 200,000 active | Alkaline phosphatase, tissue-nonspecific isozyme (Homo sapiens) | activation fold at 20 µM; hits with a dose series show EC50 in µM | purified TNAP, luminescent activation assay, no phosphate acceptor; higher activation fold means a stronger effect; in the data active = activation fold from about 3, or a potency from the dose series; inactive = the rest, 99 in 100 with activation fold below about 1.6; note: many of its hits are not listed in these tables
West Nile antiviral – West Nile virus antiviral activity, cell-based, CPE readout (AID 1621) | West Nile virus-infected cells, CPE inhibition; higher % means a stronger effect | CPE inhibition, % at 10 µM, or IC50 in µM where a hit was titrated | 0.02% of 290,000 active; in the data active = a potency from the dose series; inconclusive = CPE inhibition mostly from about 3.7% at the one dose, without a potency; inactive = the rest, 99 in 100 with CPE inhibition below about 2.2%; note: strong numbers were not always called active
human PMI inhibition – inhibitors of human PMI, primary screen, biochemical, fluorescence intensity, coupled assay (AID 1209); Mannose-6-phosphate isomerase (Homo sapiens); purified PMI enzyme, coupled fluorescence intensity; higher % means a stronger effect; one-dose inhibition, % at 20 µM; IC50 in µM for titrated hits; 0.42% of 190,000 active;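 note: plate controls were DMSO vehicle for no effect and wells lacking substrate for full effect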
M1AAP inhibition – P. falciparum M1AAP inhibitors, biochemical, fluorogenic H-Leu-NHMec substrate, 1536-well (AID 1445); inhibition, % at 30 µM, or IC50 in µM where a hit was titrated; 0.42% of 220,000 active; recombinant M1AAP, H-Leu-NHMec fluorogenic kinetic assay; higher % means a stronger effect;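 active = primary inhibition above the hit cutoff, then over 50% inhibition at one or more dose response concentrations, cut at about 23% in these data, passing the limit was not always enough; inconclusive = conflicting primary data, or primary hits not chosen for dose response; inactive = low primary inhibition, or under 50% at every dose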;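 note: plate controls were DMSO full reaction for no effect and no enzyme background for full effect; strong numbers were not always called active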
PMI inhibition – human PMI inhibitors, high substrate, primary screen, biochemical, fluorescence intensity, high mannose 6-phosphate (AID 1220); inhibition, % at 20 µM, or IC50 in µM where a hit was titrated; recombinant PMI enzyme, coupled fluorescence intensity; higher % means a stronger effect; 0.66% of 190,000 active; Mannose-6-phosphate isomerase (Homo sapiens)
RSV antiviral HEp-2 – RSV antiviral activity via CPE protection, HEp-2 cells, primary 10 µM value included (AID 2391). HEp-2 cells, RSV-induced CPE inhibition; higher % means a stronger effect. CPE inhibition, % at 10 µM; hits with a dose series show IC50 in µM. 0.13% of 310,000 active; in the data active = a potency from the dose series; inconclusive = CPE inhibition mostly from about 23% at the one dose, without a potency; inactive = the rest, 99 in 100 with CPE inhibition below about 21%; note: strong numbers were not always called active
T cell HTS vesicle-bound % – also measured in T cell HTS; calls as there; double positive events, %; measured here: CD8+ vesicle-bound cell fraction;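 binding gate set so that unloaded-vesicle control wells show 10% double positive cells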
An asterisk follows results filed as active; i = inactive; ? = inconclusive; / = not tested or not shown; & = joins results of further samples; [ ] = dose if it differs, or a comment. Cut-off read from the data, not from the text of the source, unless noted: active = inhibition above about 50%; inactive = the rest. This is a random part of the collection; any-hit rate near 1.5%.

SMILES	UTI89 phage lysis	T cell HTS	T cell HTS vesicle-bound %	M17LAP inhibition	TNAP activators	West Nile antiviral	human PMI inhibition	M1AAP inhibition	PMI inhibition	RSV antiviral HEp-2
Cc1cnnc2ccc3c(no[n+]3[O-])c12	-0.6%	i	43	-23%	1.1	0.2%	19%	6%	27%	2.5%
NC(=O)C1CCN(CC(=O)Nc2ccccc2Sc2ccccc2)CC1	2.4%[50 µM]	i	47	-2%	1	-0.5%	12%	4%	2%	3.3%
C=CCn1c(-c2cc(-c3ccc(C)cc3)nc3ccccc23)n[nH]c1=S	0.7%	i	45	1%	1.6	-1.3%	-5%	1%	-6%	22%
CN(Cc1cn(C)nc1-c1ccccc1F)Cc1nccn1C	-0.3%	i	22	1%	1.1	-0.4%	1%	-4%	-5%	1.2%
O=C(O)c1ccc(/C=N/Nc2ccc(C(F)(F)F)cn2)cc1	-0.5%	/	/	?	1.2	0.5%	-1%	6%	0%	/
CC1=NN(c2ccccc2)C(=O)C1C(=O)c1ccc([N+](=O)[O-])cc1 (stereo not drawn)	0.1%	i	39	10%	1	-0.2%	-21%	2%	-8%	4.3%
OCCN1CCN(CCCN2c3ccccc3Sc3ccc(C(F)(F)F)cc32)CC1	11%	i	36	26%	1	-1.0%	-21%	13%	-20%	-2.2%
COc1ccc(NC(=O)c2cc3ccccc3oc2=O)c(OC)c1	0.1%	i	61	/	/	-0.7%	/	/	/	0.0%
O=C1c2ccccc2C(=O)N1CCCCON1C(=O)c2ccccc2C1=O	3.7%	i	23	-3%	1.1	0.3%	-11%	6%	-6%	1.9%
CCOC(=O)N1CCc2c(sc3nc4n(c(=O)c23)N=C(c2ccc(OC)cc2)CS4)C1	0.3%	i	26	-5%	/	0.2%	/	1%	/	2.2%
CCN1CC(CN(C)Cc2nc(-c3ccco3)oc2C)CC1=O (stereo not drawn)	-0.1%	i	8	11%	1.1	-0.6%	6%	3%	5%	1.4%
COc1cc(OC)c(NC(=O)c2ccc(Br)o2)cc1Cl	-0.4%	i	49	5%	1.1	-0.4%	0%	11%	-4%	-0.3%
O=C1c2cccnc2C(=O)N1Cc1ccc(F)cc1	1.0%	i	27	7%	1	0.9%	4%	-6%	2%	-1.2%
COc1cc(SC)ccc1C(=O)N(Cc1ccccc1)c1ccccn1	/	i	16	0%	/	-0.5%	/	3%	/	?
COc1cccc(C(C#N)N2N=C(C)CC2(C)C)c1O (stereo not drawn)	2.5%	i	46	5%	1	0.0%	13%	-2%	29%	2.0%
O=S(=O)(N1CCCCC1)n1nnc2ccccc21	0.7%	i	22	-7%	1.2	0.4%	11%	5%	15%	1.0%
CCOC(=O)C(CSCc1ccccc1)NC(=O)OC(C)(C)C (stereo not drawn)	-0.2%	i	41	10%	1.1	0.2%	12%	0%	4%	0.5%
Cn1nnnc1SCC(=O)N1CCN(S(=O)(=O)c2ccccc2)CC1	0.0%	i	30	0%	1.1	-1.1%	-16%	5%	-16%	1.5%
O=C(NNC(=O)c1ccc(Cl)c(Cl)c1)c1cccnc1	0.2%	i	35	/	/	-0.1%	/	/	/	1.1%
CCc1cc2cccc(C)c2nc1SCC(=O)N1CCN(C(=O)c2ccco2)CC1	0.5%	i	39	21%	1.1	1.2%	4%	9%	5%	9.2%
CC(=O)c1c(C)[nH]c(C(=O)CN2C(=O)NC(C)(CCC(C)C)C2=O)c1C (stereo not drawn)	-0.1%	i	26	-1%	1.1	0.1%	-6%	1%	-5%	-0.2%
CCc1ccc(NC(=S)N2CCNC(=O)C2CC(=O)OC)cc1 (stereo not drawn)	-0.3%	i	18	-1%	1.1	0.3%	4%	-2%	3%	1.4%
O=C(N=Nc1c(O)[nH]c2ccccc12)c1ccc2c(c1)OCO2	0.1%	i	57	3%	1.1	-0.7%	0%	4%	-4%	0.2%
COc1ccc(Cl)cc1NC(=O)CN1C(=O)CC(C)S(=O)(=O)c2ccccc21 (stereo not drawn)	-0.6%	i	9	0%	1.1	-0.1%	-16%	0%	2%	1.2%
Cc1cc(O)ccc1Nc1nc2ccccc2nc1Nc1ccc(O)cc1C	0.5%	i	34	0%	1	1.6%	-10%	16%	26%	3.6%
CCCC(=O)NC(c1cccs1)c1cc([N+](=O)[O-])c2cccnc2c1O (stereo not drawn)	0.7%	i	48	34%	0.9	?	-4%	3%	56%*	-2.2%
COCC(O)CNc1ccccc1 (stereo not drawn)	6.5%	i	61	-2%	1	0.4%	-10%	-2%	-8%	1.1%
Clc1ccc(CN2C3=NCCN3c3ccccc32)cc1	0.4%	i	2	0%	1.2	-0.1%	4%	8%	1%	1.0%
O=C(NCc1nc2ccccc2[nH]1)c1cccs1	1.7%	i	17	-9%	1.1	0.0%	14%	-2%	13%	1.5%
CC(=O)OCC(OC(C)=O)C(OC(C)=O)C(OC(C)=O)C(=O)Nc1ccc(C)cc1C (stereo not drawn)	-0.2%	i	41	-4%	1.2	0.0%	-5%	2%	-8%	1.4%
Cc1ccc(-c2noc(Cn3nc(C(=O)O)c4ccccc4c3=O)n2)cc1	0.1%	i	48	/	/	-0.1%	/	/	/	0.5%
O=C(CN1C(=O)S/C(=C\c2ccc(O)cc2)C1=O)c1ccccc1	-1.6%	i	49	5%	0.9	-1.1%	8%	10%	12%	?
Cc1nnc2n1NC(c1ccc(Cl)cc1)C(C(=O)N1CCC(C)CC1)S2 (stereo not drawn)	1.0%	i	18	2%	1.3	-0.1%	-8%	3%	-10%	0.5%
COC(=O)/C=C1\N/C(=N\c2nc(C)cc(C)n2)N(c2ccc(Cl)cc2)C1=O	/	i	52	9%	/	-0.8%	/	1%	/	1.7%
O=C(/C=C/c1ccccc1)c1ccccc1	4.2%	i	16	-4%	1.1	?	-7%	-2%	-5%	-1.1%
COC(=O)c1ccc(-c2csc(NC(=O)c3ccc(S(=O)(=O)N4CCc5ccccc5C4)cc3)n2)cc1	0.2%	i	44	-7%	1.1	0.7%	9%	0%	-3%	2.4%
O=C(COc1cccc(NC(=O)c2cccc([N+](=O)[O-])c2)c1)c1ccc(F)cc1	-0.2%	i	68	16%	1.1	0.1%	4%	-3%	11%	7.6%
CN1CCN(NC(=O)Nc2cccc(Cl)c2Cl)CC1	/	i	42	9%	1.1	-0.3%	-6%	0%	-7%	0.5%
O=C(N/N=C/C=C\c1ccccc1)c1cnccn1	0.7%	i	35	-14%	1.2	-0.3%	6%	2%	10%	1.5%
CCCCCn1c(=N)n(CC(O)COc2ccccc2OC)c2ccccc21 (stereo not drawn)	4.7%&0.7%	i	20&49	-11%&10%	1.1	-0.9%&-0.6%	15%	2%&7%	10%	0.9%&-0.6%

A run of entries from the list above, as a working copy:
SMILES	UTI89 phage lysis	T cell HTS	T cell HTS vesicle-bound %	M17LAP inhibition	TNAP activators	West Nile antiviral	human PMI inhibition	M1AAP inhibition	PMI inhibition	RSV antiviral HEp-2
Cc1cnnc2ccc3c(no[n+]3[O-])c12	-0.6%	i	43	-23%	1.1	0.2%	19%	6%	27%	2.5%
NC(=O)C1CCN(CC(=O)Nc2ccccc2Sc2ccccc2)CC1	2.4%[50 µM]	i	47	-2%	1	-0.5%	12%	4%	2%	3.3%
C=CCn1c(-c2cc(-c3ccc(C)cc3)nc3ccccc23)n[nH]c1=S	0.7%	i	45	1%	1.6	-1.3%	-5%	1%	-6%	22%

Other entries.
SMILES	UTI89 phage lysis	T cell HTS	T cell HTS vesicle-bound %	M17LAP inhibition	TNAP activators	West Nile antiviral	human PMI inhibition	M1AAP inhibition	PMI inhibition	RSV antiviral HEp-2
COc1cc(OC)cc(C(=O)NC(=S)N2CCCCCC2)c1	0.7%	i	32	30%	1.1	-0.1%	-2%	9%	-1%	0.8%
COC(=O)c1c(-c2ccccc2)csc1N1C(=O)Nc2ccccc2N1O	-0.2%	i	49	12%	1.1	-0.6%	5%	0%	17%	0.9%
CCCCCN(C(=O)NC(=O)Nc1ccc(C)cc1)S(=O)(=O)c1ccccc1	0.6%[50 µM]	i	27	-1%	1.2	-0.8%	9%	-4%	1%	3.1%
CCC1CCCCN1CCCNC(=O)C1CCCN(c2ncnc3c2nc2n3CCCCC2)C1 (stereo not drawn)	0.3%	i	22	/	/	-0.6%	/	/	/	0.4%
COCCCn1c(=O)c2sccc2n(Cc2ccc(C)cc2)c1=O	0.3%	i	47	/	/	-1.6%	/	/	/	2.4%
COC(=O)[C@H](CC(C)C)NC(=O)NCCCc1ccccc1	3.5%	i	47	0%	1.1	-0.9%	-4%	6%	4%	1.0%
Cc1nc(NC(=O)c2ccc(Cl)cc2)nc2cc3c(cc12)OCO3	3.7%	i	35	4%	1.2	-0.6%	2%	1%	5%	4.2%
CN(C(=O)CSc1ncc(C(F)(F)F)cc1Cl)c1c(N)n(Cc2ccccc2)c(=O)[nH]c1=O	0.0%	i	34	-19%	1.1	0.0%	-18%	3%	-17%	-0.1%
CN(C)CCCN(C(=O)c1ccc(C(=O)c2ccccc2)cc1)c1nc2ccc(F)cc2s1	0.5%	i	8	/	/	?	/	/	/	-0.9%
CCOC(=O)Cc1csc(NC(=O)c2cc(C)on2)n1	-0.2%	i	14	/	/	0.0%	/	/	/	1.5%
O=C(c1c[nH]c2ccccc12)N1CCN(Cc2ccccc2)CC1	1.0%	i	47	-4%	1.1	-0.8%	6%	3%	2%	1.2%
N#CCNC(=O)C1CC(=O)N(CCc2ccc(F)cc2)C1 (stereo not drawn)	0.1%	i	22	/	/	-0.1%	/	/	/	2.0%
CCOC(=O)N1CCN(S(=O)(=O)c2ccc(C(=O)NNc3nc4c(C)cccc4s3)cc2)CC1	-0.7%	i	37	9%	1.1	-0.1%	10%	-5%	2%	-1.6%
Cc1ccc(C(C(=O)NCc2ccco2)N(C(=O)Cn2nnc3ccccc32)c2ccccc2)o1 (stereo not drawn)	2.9%	i	17	4%	1.2	1.5%	-8%	17%	-2%	3.8%
CCc1ccc[n+](-c2[nH]c(=O)sc2/C=N/N=C(\[O-])CCn2c3ccccc3c3ccccc32)c1	-0.6%	i	16	7%	/	0.3%	/	10%	/	1.2%
CCN(CC)CCCNc1cc(C(F)(F)F)c(C#N)c2nc3ccccc3n12	-0.1%	i	22	/	/	1.3%	/	/	/	1.9%
